# Bioassay records from PubChem BioAssay.
# MEKK3 PB1 HTS = modulators (inhibitors or enhancers) of MEK5 binding to human MEKK3 PB1 domain | bead-based flow cytometry, Alexa488-MEK5 binding to MEKK3; actives lie on both sides; 0 = blocked by unlabeled MEK5, 100 = vehicle | 1.4% of 290,000 active | Q99759 | binding response (% of control), % at 10 µM;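 active = binding response more than 3 SD above or below the average of its plate-row segment, actives on both sides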;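 also: Alexa488 bead fluorescence after subtracting the streptavidin-only scavenger bead signal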
# pCIP destab = lowers stability of the mouse p/CIP coactivator protein | Q05BA5 | F442A p/CIP-EGFP cells, EGFP fluorescence, 16 h | decrease of EGFP signal, % at 10 µM | 0.01% of 290,000 active;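 active = EGFP signal decrease of at least 30% at 10 µM or well 3 SD below plate mean, unless failing retest; inactive = the rest, including hits failing retest or dose response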; also: some compounds called inactive have numbers as strong as hits; many of its hits are not listed in these tables
# Target sequence (Q05BA5 1-1403): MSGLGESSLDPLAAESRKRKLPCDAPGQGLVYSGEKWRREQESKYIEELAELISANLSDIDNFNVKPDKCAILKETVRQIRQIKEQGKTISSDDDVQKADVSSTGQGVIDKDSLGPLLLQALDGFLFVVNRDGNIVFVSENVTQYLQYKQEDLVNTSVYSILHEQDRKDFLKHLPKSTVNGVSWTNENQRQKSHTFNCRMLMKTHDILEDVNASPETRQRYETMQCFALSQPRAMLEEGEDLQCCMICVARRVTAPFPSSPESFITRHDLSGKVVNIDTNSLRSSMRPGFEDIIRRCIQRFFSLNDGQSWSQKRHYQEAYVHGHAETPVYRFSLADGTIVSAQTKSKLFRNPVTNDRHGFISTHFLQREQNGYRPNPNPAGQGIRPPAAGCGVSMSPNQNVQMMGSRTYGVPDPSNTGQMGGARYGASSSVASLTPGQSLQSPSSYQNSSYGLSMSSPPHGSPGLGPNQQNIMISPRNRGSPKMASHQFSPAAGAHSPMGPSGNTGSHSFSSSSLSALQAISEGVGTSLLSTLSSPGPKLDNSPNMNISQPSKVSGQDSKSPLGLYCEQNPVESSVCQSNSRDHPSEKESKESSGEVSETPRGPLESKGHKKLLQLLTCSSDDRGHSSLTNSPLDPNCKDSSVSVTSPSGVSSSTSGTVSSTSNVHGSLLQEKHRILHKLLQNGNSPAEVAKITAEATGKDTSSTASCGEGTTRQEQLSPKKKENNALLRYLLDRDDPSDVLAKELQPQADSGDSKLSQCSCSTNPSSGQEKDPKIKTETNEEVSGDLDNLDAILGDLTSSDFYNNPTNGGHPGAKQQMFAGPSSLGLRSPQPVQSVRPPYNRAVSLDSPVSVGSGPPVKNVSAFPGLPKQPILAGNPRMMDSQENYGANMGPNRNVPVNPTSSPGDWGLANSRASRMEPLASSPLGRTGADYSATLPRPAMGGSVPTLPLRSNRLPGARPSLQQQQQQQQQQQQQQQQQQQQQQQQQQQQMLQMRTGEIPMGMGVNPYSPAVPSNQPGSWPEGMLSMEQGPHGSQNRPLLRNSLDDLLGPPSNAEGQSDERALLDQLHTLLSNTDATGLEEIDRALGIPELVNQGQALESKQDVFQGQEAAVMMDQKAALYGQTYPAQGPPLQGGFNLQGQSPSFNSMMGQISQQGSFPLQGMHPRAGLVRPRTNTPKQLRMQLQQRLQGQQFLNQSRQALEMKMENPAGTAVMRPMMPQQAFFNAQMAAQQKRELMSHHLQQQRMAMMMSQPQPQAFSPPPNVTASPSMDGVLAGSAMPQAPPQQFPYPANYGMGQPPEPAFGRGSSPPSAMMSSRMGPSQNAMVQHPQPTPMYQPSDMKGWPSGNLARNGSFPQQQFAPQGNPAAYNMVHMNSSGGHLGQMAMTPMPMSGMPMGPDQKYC
# GalR3 antagonist = antagonists of human GalR3. 0.44% of 360,000 active. O60755. inhibition, % at 3 µM. AID 651719. HEK293 GalR3-CNG cAMP membrane potential fluorescence; galR3 body fused to GalR1 C-terminus;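 active = inhibition above the screen-wide average plus 3 SD, cut at about 13% in these data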;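 also: forskolin and galanin both at EC90 stimulate the cells; cAMP rise reported by CNG channel membrane potential dye signal; 0% = forskolin plus galanin with DMSO and 100% = forskolin alone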
# IDE act = IDE (human) activation, cell-based | P14735 | HEK cells, FAbeta-B cleavage, fluorescence polarization; 0% vehicle, 100% cell-free pure enzyme wells | activation, % at 5.96 µM | 0.073% of 340,000 active | AID 493087;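 active = activation above the mean of all tested compounds plus 3 SD, set per screening campaign, cut at about 17% in these data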
# CRFR2-BP antag = blocks CRF-induced signaling of the CRF-BP/CRF-R2 complex | HEK293 CRF-R2/CRF-BP, CRF-induced calcium fluorescence | inhibition, % at 11.8 µM | 0.59% of 350,000 active;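 active = inhibition of the ligand-induced calcium signal above about 50% at the single tested concentration, limit read from the data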
# M4 PAM = CHRM4 positive allosteric modulation. CHO-K1 hM4/Gqi5, Fluo-8 calcium fluorescence, ACh EC20; 0% = ACh EC20, 100% = maximal ACh. 0.4% of 360,000 active. activation, % at 3 µM;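 active = activation above its plate's cutoff, the mean activation of sample wells plus 3 SD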; also: some results filed as inactive read as strong as hits
# CRFR2-BP ag = agonists of human CRF-binding protein/CRF-R2 receptor complex | HEK293 CRF-R2/CRF-BP, calcium dye fluorescence (FLIPR); percent of saturating CRF peptide response | activation, % at 13.2 µM | 0.46% of 350,000 active;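 active = activation of at least 50%, plus an integration ratio under a set limit after plate pattern correction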;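 also: plate controls were neutral control wells without compound for no effect and CRF at EC100 for full effect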
# PHOSPHO1 inh = blocks human PHOSPHO1 phosphatase activity; inhibition, % at 13.3 µM; 1.1% of 290,000 active; recombinant PHOSPHO1, absorbance phosphatase assay; Q8TCT1; in the data active = inhibition above about 60%
# IDE cell inh = inhibitors of human insulin-degrading enzyme in cells; P14735; HEK cells, FAbetaB cleavage, fluorescence polarization; inhibition, % at 5.59 µM; 0.41% of 320,000 active;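 active = percent inhibition above the average of all tested compounds plus 3 SD, set per screening campaign, cut at about 16% in these data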;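 also: IDE supplied by intact live HEK cells; FP after avidin binding of uncleaved biotin substrate so inhibition keeps polarization high; 0% = DMSO wells and 100% = 60 µM reference IDE inhibitor Ii1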
# * marks the source's active call; other numbers are inactive results; x = not tested or not shown; & = joins results of further samples.
SMILES,MEKK3 PB1 HTS,pCIP destab,GalR3 antagonist,IDE act,CRFR2-BP antag,M4 PAM,CRFR2-BP ag,PHOSPHO1 inh,IDE cell inh
O=C(O)C1CCCCC1C(=O)NCCc1ccc(Cl)cc1 (configuration not stated),108,-21,-5,-2,-1,10,-0.3,-11,4
COc1cc2cc(CN(C(=O)Nc3ccccc3)C3CCCC3)c(=O)[nH]c2cc1OC,106,-12,-2,-3,4,10,-1.8,-5,3
Cc1ccc(C(=O)NNC(=O)c2ccccc2-n2cccc2)cc1,99,14,-4,2,-2,2,1.5,28,1
O=C1NN=C(c2ccc(Cl)cc2)CC1c1c[nH]c2ccccc12 (configuration not stated),102,-14,-9,-1,-4,5,0.3,23,-4
CC1(C)COCN1C(=O)c1ccc(C#N)cc1,99,-14,-11,2,8,0,0.4,x,2
O=C(Nc1ccccc1O)c1ccc(NS(=O)(=O)c2cccc3cccnc23)cc1,100,-4,2,1,-6,2,3.8,24,-2
O=C(NC(=S)N1CCOCC1)c1cn(-c2ccccc2)nc1-c1ccc(F)cc1,x,x,-8,1,-19,-4,0.1,x,1
Brc1cc2c(cc1C1OCCCO1)OCO2,x,x,-5,-2,6,5,-1.0,x,x
O=C(O)CCc1ccc(-c2cccs2)n1CCc1ccccc1,102,7,3,-2,-6,-8,1.3,11,7
C/C(N)=C(/C#N)C(=O)CSc1nnc(-c2ccc(OC(F)F)cc2)o1,98,-6,-4&-7,2&1,-15&-2,4&-5,4.5&-1.8,1,-1
O=C(COC(=O)c1cccc(S(=O)(=O)N2CCN(c3ccc(F)cc3)CC2)c1)NCC1CCCO1 (configuration not stated),104,-14,1,0,-3,-3,-1.6,18,1
CC1CCC(N2CCNCC2)CC1 (configuration not stated),95,-11,-4,-1,-3,0,2.2,31,1
O=S(=O)(c1ccc(NC(=S)NCCc2ccccc2)cc1)N1CCOCC1,100,-9,5,-9,-4,-3,1.8,-7,-3
CCCCCC(=O)N/N=C/c1ccco1,100,-5,-2,4,7,3,-1.1,-12,9
CCn1c(C)nc2cc(S(=O)(=O)N3CCCC3)ccc21,96,-6,-7,3,18,-12,-0.3,4,-1
Cc1nc2ccc(S(=O)(=O)N(C)CC(=O)NCc3ccc(N(C)C)cc3)cc2s1,96,0,-8,-8,-6,-1,3.2,58,3
Cc1cc(C(=O)Nc2cccc([N+](=O)[O-])c2C)cs1,103,2,-3,9,-4,0,-2.3,-20,-3
COC(=O)Nc1ccc(S(=O)(=O)N(CCO)CC(F)(F)C(F)F)cc1,100,4,-7,1,9,-4,4.8,16,-1
Cc1nn2cc(-c3ccc(N)cc3)nc2s1,102,-6,-9,5,-2,3,1.6,16,-1
Cc1cc(C)cc(NC(=S)NN)c1,98,-6,5,4,-10,1,-2.2,-30,-2
COCCn1c(=NC(=O)c2cc(-c3cccs3)nc3ccccc23)sc2cc(S(N)(=O)=O)ccc21,102,-19,5,7,-13,-2,4.2,-10,4
O=C(NC1(C(F)(F)F)N=C2SCCN2C1=O)c1ccccc1 (configuration not stated),102,6,-4,3,5,-4,0.4,4,7
COCCN1C(=O)N[C@@H](c2cccc(C(F)(F)F)c2)[C@H](C(C)=O)[C@H]1C,97,x,-2,2,5,10,-1.8,x,-1
COc1ccc(OC)c(S(=O)(=O)Nc2c(NC3CCCCC3)c3ccccc3oc2=O)c1,99,-1,x,3,-13,-1,1.8,32,1
Cn1c(SCC(=O)Nc2nc(C(C)(C)C)cs2)nnc1C1CC1,121,-10,-6,5,22,-2,-0.1,40,2
O=c1cc(COc2ncnc3ccccc23)nc2sccn12,104,-12,-4,0,29,3,-3.8,-5,-3
COc1ccc(C(=O)Nc2ccc3c(c2)C(=O)c2ccccc2C3=O)cc1OC,92,-10,-3,3,25,3,9.6,-2,-3
CC(C)c1ccc(NC(=O)CN2CCN(c3ccccn3)CC2)cc1,103,8,-13,1,-12,2,-0.9,20,-1
CC(C)C[C@H](NC(=O)c1[nH]cnc1C(=O)N[C@@H](Cc1ccccc1)C(=O)OCc1ccccc1)C(=O)OC(C)(C)C,99,-18,-3,1,5,-2,3.6,-13,2
Cc1ccc(N/C(N)=N/c2nc(CSc3ccccn3)cc(=O)[nH]2)c(C)c1,97,-8,-5,-2,-13,10,-1.9,41,3

# Profiles from above. Order of values: MEKK3 PB1 HTS | pCIP destab | GalR3 antagonist | IDE act | CRFR2-BP antag | M4 PAM | CRFR2-BP ag | PHOSPHO1 inh | IDE cell inh
# Record of CC(C)c1ccc(NC(=O)CN2CCN(c3ccccn3)CC2)cc1 → 103 | 8 | -13 | 1 | -12 | 2 | -0.9 | 20 | -1
# Record of O=C(Nc1ccccc1O)c1ccc(NS(=O)(=O)c2cccc3cccnc23)cc1 → 100 | -4 | 2 | 1 | -6 | 2 | 3.8 | 24 | -2

# Returning to the listing, repeating the 3 entries before the break.
SMILES,MEKK3 PB1 HTS,pCIP destab,GalR3 antagonist,IDE act,CRFR2-BP antag,M4 PAM,CRFR2-BP ag,PHOSPHO1 inh,IDE cell inh
CC(C)c1ccc(NC(=O)CN2CCN(c3ccccn3)CC2)cc1,103,8,-13,1,-12,2,-0.9,20,-1
CC(C)C[C@H](NC(=O)c1[nH]cnc1C(=O)N[C@@H](Cc1ccccc1)C(=O)OCc1ccccc1)C(=O)OC(C)(C)C,99,-18,-3,1,5,-2,3.6,-13,2
Cc1ccc(N/C(N)=N/c2nc(CSc3ccccn3)cc(=O)[nH]2)c(C)c1,97,-8,-5,-2,-13,10,-1.9,41,3
COc1ccc(OC)c(NC(=O)C(=O)/C=C(\O)c2cc(OC)ccc2OC)c1,101,-3,7,2,-7,3,-1.8,23,7
COc1ccccc1N1CCN(C(=O)c2cc(-c3ccccc3)nc3c2cnn3C(C)C)CC1,x,x,-8,x,-6,8,-0.3,x,x
Cc1ccc(C(=O)Nc2cccc(C(F)(F)F)c2)cc1NC(=O)c1nccn1C,83,12,-7&-6,-2,9&1,-3&1,-0.7&-0.4,31,1
O=C(CCCOc1ccccc1)N1CCN(c2ccc(F)cc2)CC1,106,-7,3,0,0,-4,-1.6,5,1
CN(C1CCS(=O)(=O)C1)S(=O)(=O)c1cccs1 (configuration not stated),x,x,1,3,-1,4,0.7,x,-4
Cc1cccc(NC(=O)C2CCCN(C(=O)Nc3ccccc3)C2)c1C (configuration not stated),96,-1,-4,-1,-6,11,-0.7,-14,0
CCOc1cccc2sc(Nc3nc4ccc(NC(C)=O)cc4s3)nc12,98,-9,0,-28,-26,-5,0.5,-4,32*
CCOC(=O)c1cc(C(=O)Nc2ccc(S(=O)(=O)Nc3ccc(OC)cc3)cc2)nn1C,107,-16,-1,-3,x,8,x,29,8
COc1ccc(NC(=O)C(c2cc3c(cc2[N+](=O)[O-])OCO3)N(C)Cc2ccccc2)cc1 (configuration not stated),105,-4,-9,6,15,-6,1.3,-12,-2
CCc1cc(=O)oc2cc(C)cc(OCC(=O)NCCCN3CCOCC3)c12,93,3,3,2,9,-5,0.2,30,-2
CC(C)(C)N1CC(c2nc3ccccc3n2Cc2ccc(F)cc2)CC1=O (configuration not stated),107,-4,-6,0,-3,-1,-2.6,5,7
CC(C)c1nnc(NC(=O)CCS(=O)(=O)c2nc(-c3cccs3)cc(C(F)(F)F)n2)s1,109,-8,3,3,-44,0,-0.2,54,4
NC(=O)NNC(=S)Nc1cccc2ccccc12,99,3,-2,6,-1,-4,0.1,-24,-9
COC(=O)c1ccccc1NC(=O)CSc1nnnn1C1CCCCC1,101,5,-5,2,13,-11,-1.1,11,-1
Cc1ccc(NC(=O)c2cc(S(=O)(=O)N3CCOCC3)cn2C)c(C)c1,102,-10,x,2,-35,2,1.7,31,-1
C[C@@H]1CN([C@@H](C)CO)C(=O)c2cccc(NC(=O)C3CCCCC3)c2O[C@@H]1CN(C)Cc1ccc(Cl)c(Cl)c1,x,x,-5,3,5,1,-0.5,x,4
Cc1cc(Br)c2nc3c(c(C(=O)O)c2c1)CCCCC3,101,13,-10,6,8,6,0.5,-14,0
O=c1[nH]c(CN2CCN(S(=O)(=O)/C=C/c3ccccc3)CC2)nc2ccccc12,101,12,0,-2,14,-6,0.1,24,7
O=C(c1ccc(NC(=O)C2(c3ccccc3)CCOCC2)cc1)N1CCOCC1,100,-50,-1,6,0,14,1.2,12,0
Cc1cc(OCC(=O)Nc2ccc(CN3CCOCC3)cc2)ccc1Cl,100,-10,-5,13,-13,-7,-1.5,47,x
COCC(=O)Nc1ccccc1Br,95,11,-1,5,14,8,-0.1,8,1
COc1cc(NC(=O)COC(=O)c2cc(S(=O)(=O)N3CCOCC3)ccc2F)cc(OC)c1,x,x,0,2,-10,1,2.1,x,2
Cc1cc(NC(=O)CCC(=O)N(c2ccccc2)C(C(=O)NC2CCCC2)c2ccncc2)no1 (configuration not stated),94,3,-4,-1,-14,2,0.5,-1,2
COc1ccc(OC)c(S(=O)(=O)N2CCN(c3ccc(F)cc3)CC2)c1,106,3,-4,6,1,-4,0.7,41,x
COc1cccc(/C=C/C(=O)OCC(=O)c2c[nH]c3ccccc23)c1,x,x,-5,-4,8,-4,4.4,x,12
O=C(CCS(=O)(=O)c1ccc(Br)cc1)NCc1cccs1,x,-5,-3,1,2,-3,-7.3,-36,1
COc1ccc2nc(SCC(=O)Nc3ccccc3OC)[nH]c2c1,105,7,-1,10,1,-3,0.1,29,-1
CC(=O)c1sc(NCc2ccc(C)cc2)nc1C,104,-2,-8,6,4,7,0.0,28,-2
CN(CC(=O)Nc1cccc(F)c1)C(=O)c1cc(=O)[nH]c2ccccc12,x,x,-4,4,-7,12,-1.1,x,-1
c1csc(-c2nnc(N3CCOCC3)c3ccccc23)c1,107,-5,-2,2,8,5,0.0,20,-7
COC(=O)c1cc(S(=O)(=O)N2CCCC(C)C2)c[nH]1 (configuration not stated),106,4,0,9,7,0,0.1,10,5
C[C@H](NC(=O)c1ncn2c1C(=O)NC[C@@H]2C)C(=O)OC(C)(C)C,x,x,-8,x,-1,-1,-0.7,x,x
Cc1ccccc1OCC1CN(CN2CCOCC2)C(=O)O1 (configuration not stated),105,2,-1,5,0,-1,-2.1,-39,-1
CN(CCCNC(=O)C1CCN(S(=O)(=O)c2cccc3nsnc23)CC1)Cc1ccccc1,110,-9,-7,1,-8,-5,0.0,48,4
Cc1cc(C)cc(OCc2nc(-c3cccnc3)no2)c1,103,4,-2,2,37,7,-3.4,-10,6
COc1ccc(NC(=O)CCC(=O)Nc2nnc(C3CCCCC3)s2)c(OC)c1,105,6,5,8,-5,3,-1.2,29,-5
COc1ccccc1OCC(=O)Nc1ccc(-c2nnc(-c3ccco3)o2)cc1,94,-20,-3,9,-16,7,3.5,1,3
O=C(COC(=O)c1cccc(F)c1)NCCC1=CCCCC1,x,x,-5,0,33,-2,-3.2,x,-1
COCCCNC(=O)CN1C(=O)c2cccc3cccc1c23,106,-10,0,7,-5,4,0.6,14,1
Cc1ccccc1C(=O)NC(C(N)=O)P(=O)(OC(C)C)OC(C)C (configuration not stated),108,-8,-5,1,18,6,-2.3,23,4
O=C(CCN1C(=O)C2C3C=CC(C4CC34)C2C1=O)Oc1ccccc1 (configuration not stated),103,-3,-7,2,15,-3,-0.8,20,2
COc1ccc2c(CC(=O)OCC(=O)Nc3ccc4c(c3)OCO4)coc2c1,98,-6,0,5,31,0,-1.0,19,1
COc1ccc(CNC(=O)C[C@H]2C[C@H](C(=O)N3CCCCC3)[C@@]3(CCc4ccccc4)c4[nH]c5ccc(Cl)cc5c4CCN3C2=O)cc1OC,x,x,-6,-1,1,3,-0.8,x,x
COc1ccc(OC)c(C2C(C(=O)c3cc4ccccc4o3)=C(O)C(=O)N2c2cc(C)on2)c1 (configuration not stated),101,1,-2,5,7,21,-2.0,54,7

# Random draw from the library; 4.2% or so of the library scored in one or more.
